Screening results from PubChem BioAssay.
GPR35 antagonists = GPR35 antagonists blocking zaprinast-driven arrestin recruitment, primary screen, imaging, U2OS, beta-arrestin-GFP, zaprinast agonist (AID 2058); G-protein coupled receptor 35 (Homo sapiens); one-dose inhibition, % at 10 µM; IC50 in µM for titrated hits; U2OS GPR35 beta-arrestin-GFP translocation imaging, zaprinast antagonism; higher % means a stronger effect; actives 0.052% (n = 290,000);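 active means inhibition of at least 50% with at least 30 cells and total cytoplasm GFP at most 10,000,000; inconclusive means under 30 cells or total GFP of 10,000,000 plus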
HIV fusion peptide = inhibitors of HIV fusion peptide binding, primary screen, biochemical, uHTS, fluorescence dequenching (AID 1986); inhibition, % at 20 µM, or IC50 in µM where a hit was titrated; actives 0.3% (n = 290,000); cell-free peptide binding, fluorescence dequenching, 30 min; higher % means a stronger effect; in the data active means inhibition mostly above about 52%, no sharp cut-off; inactive means mostly below about 76%; further: some results filed as inactive read as strong as hits
GPR55 activation = GPR55 agonists via beta-arrestin recruitment, primary screen, imaging, U2OS cells, beta-arrestin-GFP redistribution (AID 1961); G-protein coupled receptor 55 (Homo sapiens); U2OS GPR55 beta-arrestin-GFP redistribution imaging; higher % means a stronger effect; activation, % at 10 µM, or EC50 in µM where a hit was titrated; actives 0.048% (n = 290,000);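 active means activation above 40% with more than 50 cells counted in the well; inconclusive means wells holding fewer than 50 cells, flagged as toxic or sparse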;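 further: U2OS osteosarcoma cells stably expressing GPR55 and beta-arrestin-GFP; plate controls were DMSO negative control for no effect and LPI positive control for full effect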
NOD1 NF-kB reporter = NOD1 signaling inhibitors, primary screen, cell-based, luminescence, uHTS (AID 1578) | NOD1-driven NF-kB luciferase reporter cells, luminescence; higher % means a stronger effect | inhibition, % at 4 µM, or EC50 in µM where a hit was titrated | actives 1% (n = 290,000); in the data active means inhibition mostly above about 36%, no sharp cut-off; inactive means mostly below about 34%;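 further: HEK-293T reporter cells stimulated with the NOD1 agonist gamma-tri-DAP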
KOR beta-arrestin-1 = KOR antagonists, beta-arrestin recruitment, cell-based, luminescence, uHTS (AID 1778). Kappa-type opioid receptor (Homo sapiens). KOR beta-arrestin recruitment, luminescence, antagonist mode; higher % means a stronger effect. inhibition, % at 10 µM, or IC50 in µM where a hit was titrated. actives 0.091% (n = 290,000); further: strong numbers were not always called active
KOR beta-arrestin-2 = KOR agonists, beta-arrestin recruitment, primary screen, cell-based, luminescence, uHTS (AID 1777) | Kappa-type opioid receptor (Homo sapiens) | KOR beta-arrestin recruitment, luminescence; higher % means a stronger effect | one-dose activation, % at 10 µM; EC50 in µM for titrated hits | actives 0.02% (n = 280,000); in the data active means activation above about 50%, passing the limit was not always enough; further: a part of the inactive calls stands beside numbers as strong as those of hits
HEK293 NOD2/NF-kB = NOD2 signaling inhibitors, cell-based, luminescence, uHTS, HEK293 (AID 1566). actives 0.63% (n = 290,000). HEK293 NOD2/NF-kB luciferase reporter, luminescence; higher % means a stronger effect. inhibition, % at 4 µM, or EC50 in µM where a hit was titrated; further: many of its hits are not listed in these tables
Myeloid diff MLP = induction of myeloid progenitor differentiation, primary screen, cell-based, flow cytometry, MLPCN library. ER-HoxA9 myeloid progenitors, lysozyme-GFP differentiation. calls only at 10 µM. AID 624256, 2012. actives 1% (n = 360,000);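 active means normalized GFP-positive differentiation at or above the plate's own cutoff, the solvent-only control mean plus 3 SD; inconclusive means no clear call, values can overlap the other calls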;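 further: cells exposed to compound for four days before flow analysis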
GPR55 antagonists = GPR55 antagonists blocking LPI-driven arrestin recruitment, primary screen, imaging, U2OS, beta-arrestin-GFP, LPI agonist (AID 2013); U2OS GPR55 beta-arrestin-GFP translocation imaging, LPI antagonism; higher % means a stronger effect; inhibition, % at 10 µM; hits with a dose series show IC50 in µM; actives 0.13% (n = 290,000);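 active means spots per cell inhibited over 60%, with over 100 cells counted and total cytoplasm intensity under 500,000; inconclusive means wells with under 100 cells, flagged as likely toxic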;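 further: U2OS cells stably carrying GPR55 and arrestin-GFP stimulated by 5 µM LPI near EC80; imaged beta-arrestin-GFP aggregate spots per cell after agonist stimulation; plate controls were LPI-stimulated DMSO wells for no effect and DMSO wells without LPI for full effect; some results filed as inactive read as strong as hits; confirmed hits need IC50 under 10 µM and bright autofluorescent wells are also inconclusive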
Myeloid diff MLP GFP+ MAC1+ % = recorded beside Myeloid diff MLP, whose call it bears; GFP+ MAC1+ double positive, %; measured here: differentiation confirmed by MAC1 staining
* marks the source's active call; other numbers are inactive results; i = inactive; ? = inconclusive; . = no result given; [ ] = remark or other dose. Unless noted, no stated cut-off is given here; in the data, active means inhibition above about 50%; inactive means the rest. Only part of the results is shown; the hit share may differ from the screen's.

SMILES	GPR35 antagonists	HIV fusion peptide	GPR55 activation	NOD1 NF-kB reporter	KOR beta-arrestin-1	KOR beta-arrestin-2	HEK293 NOD2/NF-kB	Myeloid diff MLP	Myeloid diff MLP GFP+ MAC1+ %	GPR55 antagonists
COc1cccc(N(CC(=O)Nc2cccnc2)S(C)(=O)=O)c1	0.8%	-0.3%	0.1%	-24.0%	-9.1%[20 µM]	.	16.2%	i	0.0	-4.3%
N=c1ccn(Cc2ccc([N+](=O)[O-])cc2)cc1	3.1%	-1.0%	-0.3%	3.2%	12.2%	1.0%	25.9%	i	0.4	1.1%
CCOC(=O)C1CCN(CC(O)COC(CC)c2ccccc2)CC1 (centres undefined)	58.9%	1.0%	-0.2%	-21.8%	-26.1%	5.1%	-2.9%	i	0.7	-16.7%
CC(C)c1ccc(NC(=O)CCNS(=O)(=O)c2cc(Br)cnc2N)cc1	7.8%	1.5%	0.2%	-0.8%	-32.9%	4.5%	-5.2%	i	0.9	9.1%
COC(=O)c1c(NC(=O)CCl)sc(C(=O)N2CCOCC2)c1C	-0.3%	-0.8%	-0.1%	80.5%*	3.8%	-0.9%	19.4%	?	.	-10.7%
N#CC1=C(N)C(C#N)(C#N)C2(C(=O)Nc3ccccc32)C2CCCC=C12 (centres undefined)	11.4%	-1.4%	-0.3%	6.3%	-12.3%	-6.4%	9.0%	i	1.6	-2.2%
CCN(CC)CCN(C(=O)Cn1nnc(-c2ccc(C)o2)n1)C(C(=O)NC(C)(C)C)c1cccs1 (centres undefined)	7.0%	1.0%	0.2%	-7.0%	-19.9%[20 µM]	.	-5.7%	i	0.1	-0.7%
COc1ccc(N2CCN(CCCNC(=O)c3ccc(CS(=O)(=O)c4ccc(OC)cc4)o3)CC2)cc1	7.0%	0.5%	-0.2%	-10.2%	12.4%	-2.3%	24.6%	i	2.1	5.9%
CC(C)=C(NC(=O)c1ccccc1)C(=O)NCCc1nc2ccccc2[nH]1	14.0%	1.4%	0.2%	-0.5%	-44.4%	2.8%	9.5%	i	2.5	5.3%
COc1ccc(Nc2ccc(N3C(=O)CC(C)C3=O)cc2[N+](=O)[O-])cc1OC (centres undefined)	3.8%	-2.9%	0.0%	-13.4%	6.2%	-6.3%	9.9%	i	0.5	-1.5%
COc1ccccc1CC(=O)Nc1ccc(S(=O)(=O)N2CCCC2)cc1	3.6%	1.0%	-0.1%	-12.7%	-23.9%	-2.1%	-10.0%	i	0.7	5.4%
Cc1nc2cc(CC(=O)O)ccc2o1	6.6%	-2.2%	-0.2%	-0.6%	6.2%	-0.9%	14.4%	i	0.2	12.3%
CC(C)c1nnc2n1N=C(c1ccc(Cl)cc1)CS2	-2.9%	1.2%	-0.1%	-5.4%	-45.4%[20 µM]	5.6%	16.8%	i	0.8	-1.8%
COC(=O)c1ccc(C(=O)OC)c(NC(=S)N2CCC(N3CCCCC3)CC2)c1	-0.1%	0.7%	0.3%	-4.9%	1.5%	-6.3%	7.1%	i	0.4	9.7%
Cc1cc(C)c(NC(=O)CS(=O)CC(=O)Nc2ccc(N3CCOCC3)cc2)c(C)c1 (centres undefined)	-1.6%	-0.2%	-0.1%	-19.5%	-18.3%	-4.4%	6.5%	i	3.3	0.2%
CC(=O)N1c2ccc(S(=O)(=O)N(C)CC(=O)Nc3cccc(C)c3)cc2CC1C (centres undefined)	18.1%	-0.5%	-0.1%	-5.4%	-20.3%	-3.1%	-0.9%	i	4.6	-8.5%
CCNc1nc(NCC)nc(N/N=C/c2ccc(O)c(OC)c2)n1	15.9%	-2.8%	-0.1%	-7.8%	-9.5%	.	-0.6%	i	0.5	-1.6%
Cc1ccc(Cl)cc1N1CCN(C(=O)CSc2ccsc2[N+](=O)[O-])CC1	19.7%	1.3%	0.1%	-30.0%	42.6%	-1.3%	-34.7%	i	0.3	-1.1%
Cc1cccc(C)c1OCc1cc(C(=O)N2CCN(C3CCCC3)CC2)no1	-0.5%	1.9%	0.3%	-51.2%	-21.7%	1.9%	-46.5%	i	0.7	15.7%
COc1cc(Cl)ccc1OCc1cc(C(=O)N2CC[C@@H]3CCCC[C@H]3C2)no1	-9.1%	2.0%	2.4%	-46.3%	-25.4%	1.0%	-16.7%	i	0.0	-0.8%
O=C(Cc1nc2ccccc2[nH]1)c1ccc(Cl)cc1	15.1%	2.8%	0.1%	-23.5%	-14.5%	-0.4%	-85.3%	i	0.6	-1.4%
COc1cc(/C=C2/SC(=O)N(Cc3ccccc3Cl)C2=O)ccc1OCc1ccncc1	-0.3%	-0.8%	0.3%	-22.4%	5.5%	5.7%	-8.2%	i	1.3	7.3%
Cc1csc(NC(=O)CSc2nnc(-c3cc(C)on3)o2)n1	3.8%	18.2%	0.0%	-29.6%	.	-0.7%	-4.8%	i	0.7	-1.4%
Cc1ccccc1OCc1nc2ccccc2n1C	-19.4%	-3.5%	0.4%	15.7%	-8.8%[20 µM]	-2.3%	-91.8%	i	1.0	7.6%
COCCCn1nnnc1SCC(=O)Nc1nc(C)c(C)s1	12.1%	0.0%	0.2%	-28.8%	-42.4%	3.2%	3.3%	i	0.6	11.2%
O=C(Cc1ccccc1F)Nc1nc(-c2ccc(F)c(F)c2)cs1	2.4%	4.2%	0.2%	-7.5%	-62.3%	6.6%	4.4%	i	2.4	9.4%
CC(C)(C)c1ccc(C(=O)NNC(=O)c2ccccc2Br)cc1	15.6%	-2.3%	-0.3%	-7.3%	-10.3%	-0.6%	3.1%	i	4.9	11.7%
COc1ccc(NC(=O)c2cccc(OC(F)F)c2)cc1Cl	-9.1%	-1.2%	0.3%	-32.2%	-49.9%	7.2%	-70.3%	i	1.5	0.5%
CCCCCCn1cc(C(=O)O)c(=O)c2ccccc21	-9.8%	0.6%	-0.2%	7.9%	37.3%	3.3%	17.0%	i	2.7	0.1%
CN(C)/N=C1\CCS(=O)(=O)c2sccc21	25.3%	1.4%	0.3%	-12.3%	23.0%[20 µM]	-9.9%	15.0%	i	0.5	-8.6%

A different layout for some results above.
CC(C)=C(NC(=O)c1ccccc1)C(=O)NCCc1nc2ccccc2[nH]1
- GPR35 antagonists = 14.0%
- HIV fusion peptide = 1.4%
- GPR55 activation = 0.2%
- NOD1 NF-kB reporter = -0.5%
- KOR beta-arrestin-1 = -44.4%
- KOR beta-arrestin-2 = 2.8%
- HEK293 NOD2/NF-kB = 9.5%
- Myeloid diff MLP = i
- Myeloid diff MLP GFP+ MAC1+ % = 2.5
- GPR55 antagonists = 5.3%

COc1cc(/C=C2/SC(=O)N(Cc3ccccc3Cl)C2=O)ccc1OCc1ccncc1
- GPR35 antagonists = -0.3%
- HIV fusion peptide = -0.8%
- GPR55 activation = 0.3%
- NOD1 NF-kB reporter = -22.4%
- KOR beta-arrestin-1 = 5.5%
- KOR beta-arrestin-2 = 5.7%
- HEK293 NOD2/NF-kB = -8.2%
- Myeloid diff MLP = i
- Myeloid diff MLP GFP+ MAC1+ % = 1.3
- GPR55 antagonists = 7.3%

Additional structures
SMILES	GPR35 antagonists	HIV fusion peptide	GPR55 activation	NOD1 NF-kB reporter	KOR beta-arrestin-1	KOR beta-arrestin-2	HEK293 NOD2/NF-kB	Myeloid diff MLP	Myeloid diff MLP GFP+ MAC1+ %	GPR55 antagonists
CC1CCCCC1NC(=O)CSc1ccc([N+](=O)[O-])cc1 (centres undefined)	-12.5%	-0.1%	0.3%	-2.2%	-0.2%	6.1%	13.3%	i	0.3	-6.6%
CCCc1nnc2c(N(C)S(=O)(=O)c3ccc(C)cc3)nc3ccccc3n12	-7.7%	0.7%	-0.3%	-25.5%	-18.3%	6.8%	3.6%	i	0.7	9.6%
O=C(Nc1ccc(F)cc1)C1CCN(c2nnnn2-c2ccccc2)CC1	6.3%	-1.1%	0.3%	4.5%	-6.4%	5.4%	-0.5%	i	2.3	10.7%
COc1ccc2[nH]c(C(=O)NCc3ccccc3)c(C)c2c1	1.4%	-0.5%	-0.1%	-15.4%	-0.8%	-3.8%	4.8%	i	0.1	-4.1%
NC(=O)c1ccc(NC(=O)COC(=O)/C=C/c2ccc3c(c2)OCO3)cc1	-4.4%	-1.6%	0.3%	-4.1%	25.9%	1.3%	-18.9%	i	1.1	8.5%
CC(C)(C)c1cc(-c2ccco2)c(C#N)c(SCC#N)n1	2.1%	2.6%	-0.2%	-6.5%	-16.3%	-0.4%	-18.0%	i	0.5	9.9%
CCOC(=O)c1cc2c(ccn2C)n1CC(=O)N1CCCC(C)C1 (centres undefined)	9.5%	0.4%	0.1%	14.1%	5.5%	1.8%	4.7%	i	1.0	9.3%
COc1ccc(NC(=O)c2cc(S(=O)(=O)N3CCCCC3)c[nH]2)cc1	2.9%	0.6%	-0.1%	-18.3%	-16.2%[20 µM]	4.2%	11.9%	i	4.5	8.5%
COc1ccc(/C=N/NC(=O)c2ccc(COc3cccc4cccnc34)cc2)cc1OC	-2.2%	-2.6%	-0.7%	-13.7%	7.2%	-1.7%	10.0%	i	0.3	5.8%
COc1ccc(-c2csc3ncnc(N4CCN(c5cccc(OC)c5)CC4)c23)cc1	11.9%	0.3%	-0.1%	8.7%	-1.5%	1.8%	6.6%	i	4.4	1.1%
O=c1c2c3nc4ccccc4nc3n(-c3cccc(F)c3)c2ncn1Cc1ccc2c(c1)OCO2	13.8%	-2.4%	-0.2%	1.4%	7.7%	4.2%	-16.0%	.	.	12.5%
COc1ccc(C(=O)Cc2cc(OC)c(OC)cc2[N+](=O)[O-])c(OC)c1	29.5%	1.3%	0.3%	-3.0%	19.7%	4.4%	-10.1%	i	4.6	5.3%
CCCc1nc2nc(C)c(NS(=O)(=O)c3ccc(C4CCCCC4)cc3)c(=O)n2[nH]1	0.9%	20.7%	-0.2%	9.9%	-12.7%	-0.3%	-0.4%	i	0.5	5.7%
Nc1ccc(N2CCN(CCCCN3C(=O)C4CCCN4C3=O)CC2)cc1 (centres undefined)	1.0%	-6.0%	-0.3%	1.2%	3.3%	-0.6%	11.2%	i	0.4	8.6%
CN(C(=O)CSc1nc(N)c2c3c(sc2n1)CSC(C)(C)C3)c1ccccc1	11.5%	1.9%	1.0%	-11.3%	17.1%	4.2%	9.8%	i	0.5	0.2%
